Compound activity deposited in PubChem by several laboratories.
Wnt act – Wnt/beta-catenin pathway activators, primary screen, cell-based, plate reader, single point. AID 743398, 2014. activation, % at 9.35 µM. Wnt/beta-catenin reporter cell assay, activator. 300,000 compounds, 1.2% hits; in the data active means activation above about 30%, passing the limit was not always enough; inconclusive means no clear call, values can overlap the other calls;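 further: 0% = neutral control wells and 100% = positive control wells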
PfHsp90 yeast 2 – growth inhibition of PfHsp90-expressing yeast, primary screen, antimalarial PfHsp90 inhibitor project, S. cerevisiae, BacTiter-Glo luminescence, single point, set 2; BacTiter-Glo ATP, 48 h; yeast lacking PDR1 and PDR3 efflux regulators; inhibition, % at 9.4 µM; 310,000 compounds, 0.32% hits; AID 504621, 2011;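 active means every replicate shows inhibition above about 80%, whatever the replicate mean, limit read from the data; inconclusive means mean inhibition reaches the set limit but some replicate falls short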;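 further: 0% = DMSO neutral controls and 100% = 20 µM radicicol positive controls; yeast relying on Plasmodium falciparum Hsp90 in place of its own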
Ecoli viability – E. coli V3065 growth inhibition, primary screen, counter-screen for AddAB inhibitor project, absorbance, OD600; 18 h; inhibition, % at 11.9 µM; 330,000 compounds, 0.27% hits;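 active means inhibition above the campaign's mean inhibition across all tested compounds plus 3 SD, cut at about 9.9% in these data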;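 further: uninfected addAB+ strain grown without phage in ampicillin broth; 0% = DMSO wells and 100% = ciprofloxacin 0.95 µg/ml wells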
PvdQ inh – P. aeruginosa PvdQ acylase inhibitors, primary screen, biochemical, fluorescence, plate reader and imaging, single point | purified PvdQ acylase | AID 488965, 2010 | PvdQ acylase [Pseudomonas aeruginosa LESB58] | inhibition, % at 10 µM | 340,000 compounds, 0.063% hits; in the data active means inhibition above about 30%, passing the limit was not always enough; inconclusive means no clear call, values can overlap the other calls;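 further: 0% = vehicle neutral wells and 100% = reference inhibitor wells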
DAGLB inh – DAGLB lipase inhibitors, primary screen, biochemical, fluorescence, HTS | HEK293T DAGLB membrane lysate, EnzChek fluorogenic substrate | inhibition, % at 5.17 µM | 340,000 compounds, 0.059% hits | AID 504411, 2011; in the data active means inhibition above about 34%;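 further: 0% = enzyme with vehicle and 100% = wells lacking enzyme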
Target sequence (Q8NCG7 whole entry, looked up): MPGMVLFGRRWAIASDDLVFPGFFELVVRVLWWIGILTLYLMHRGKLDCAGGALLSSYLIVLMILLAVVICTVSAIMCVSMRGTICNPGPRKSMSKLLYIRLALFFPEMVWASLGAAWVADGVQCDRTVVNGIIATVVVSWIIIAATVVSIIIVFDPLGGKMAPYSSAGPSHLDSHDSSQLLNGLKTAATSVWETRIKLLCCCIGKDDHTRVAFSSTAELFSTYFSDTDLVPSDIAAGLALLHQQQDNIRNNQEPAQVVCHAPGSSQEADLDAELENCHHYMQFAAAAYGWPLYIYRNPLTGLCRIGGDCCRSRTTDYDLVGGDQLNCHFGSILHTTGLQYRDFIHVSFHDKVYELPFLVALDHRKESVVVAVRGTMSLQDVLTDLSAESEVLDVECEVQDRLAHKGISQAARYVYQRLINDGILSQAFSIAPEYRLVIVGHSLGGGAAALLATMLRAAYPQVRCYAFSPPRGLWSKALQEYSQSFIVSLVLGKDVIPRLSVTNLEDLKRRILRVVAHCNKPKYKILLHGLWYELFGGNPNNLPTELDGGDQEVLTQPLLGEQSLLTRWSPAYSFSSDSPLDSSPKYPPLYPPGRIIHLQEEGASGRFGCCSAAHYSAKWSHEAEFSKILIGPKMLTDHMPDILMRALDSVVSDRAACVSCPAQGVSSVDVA
CAL PDZ inh – CAL PDZ peptide-binding inhibitors, primary screen, biochemical, fluorescence polarization, Cer-tagged CAL PDZ, HTS. Golgi-associated PDZ and coiled-coil motif-containing protein (Homo sapiens), Q9HD26. purified CAL PDZ, TMR-peptide fluorescence polarization, 1 h. inhibition, % at 20 µM. 330,000 compounds, 0.02% hits. AID 504414, 2011;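 active means highest replicate inhibition of at least 40%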;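 further: plate controls were DMSO neutral control wells for no effect and unlabeled competitor peptide control wells for full effect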
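System: purified tagged CAL PDZ domain construct (CerCALP). Schedule: 1 h incubation at room temperature before polarization reading. Medium: 25 mM sodium phosphate pH 7.4, 150 mM NaCl, TCEP, IgG, Thesit. Read-out: percent inhibition from loss of millipolarization. Measured by: FP readout, S and P plane fluorescence. Probe or stimulus: fluorescent TMR peptide probe.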
AddAB inh – growth inhibition of E. coli expressing H. pylori AddAB, primary screen, AddAB inhibitor project, absorbance; AID 435030, 2010; inhibition, % at 11.9 µM; 330,000 compounds, 0.29% hits; in the data active means inhibition above about 12%;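 further: 0% = vehicle wells of infected cells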
Tat export inh – E. coli Tat export inhibitors, primary screen, MC4100, TorA-mCherry reporter, fluorescence, single point; inhibition, % at 10 µM; 340,000 compounds, 0.036% hits; AID 488895, 2010;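 active means mean replicate inhibition at least 50% and at least half of replicates individually reaching 50%; inconclusive means only one of the two criteria met; inactive means neither criterion met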;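 further: exported cargo escapes ClpAP degradation while cytoplasmic cargo is degraded and loses fluorescence; 0% = median of neutral control wells and 100% = median of NaSCN control wells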
Rtt109 Vps75 – inhibitors of C. albicans Rtt109/Vps75 HAT, primary screen, biochemical, ThioGlo CoA-SH fluorescence, plate reader; purified Rtt109/Vps75, 4 h; Histone acetyltransferase RTT109 (Candida albicans (strain SC5314 / ATCC MYA-2876)), …; inhibition, % at 34.9 µM; 330,000 compounds, 0.16% hits;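 active means inhibition of at least 50% in every replicate; inconclusive means best replicate reaches 50% inhibition but some replicates fall short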
Target sequence (Q5AAJ8 whole entry, looked up): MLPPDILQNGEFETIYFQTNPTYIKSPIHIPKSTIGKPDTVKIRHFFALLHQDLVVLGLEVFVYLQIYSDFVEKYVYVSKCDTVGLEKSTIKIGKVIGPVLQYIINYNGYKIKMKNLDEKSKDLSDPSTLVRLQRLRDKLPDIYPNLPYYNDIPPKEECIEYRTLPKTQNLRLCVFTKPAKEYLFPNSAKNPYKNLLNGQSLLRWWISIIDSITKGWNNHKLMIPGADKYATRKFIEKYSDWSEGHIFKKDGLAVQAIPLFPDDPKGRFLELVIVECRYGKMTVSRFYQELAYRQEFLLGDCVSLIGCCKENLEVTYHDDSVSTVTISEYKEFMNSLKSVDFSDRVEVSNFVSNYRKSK
phage Ecoli inh – growth loss of phage-infected E. coli, primary screen, RecBCD inhibitor project, absorbance, with phage, HTS. inhibition, % at 11.9 µM. 360,000 compounds, 0.26% hits; in the data active means inhibition above about 11%
* = called active by the depositor; ? = inconclusive; nt = not tested or not shown; & = joins results of further samples.

SMILES	Wnt act	PfHsp90 yeast 2	Ecoli viability	PvdQ inh	DAGLB inh	CAL PDZ inh	AddAB inh	Tat export inh	Rtt109 Vps75	phage Ecoli inh
Cc1cccc(NC(=S)NCC(c2cccnc2)N2CCOCC2)c1 (stereo unspecified)	-4	-4	1.7	1	-4	-3.4	-1.2	-5	-5	4.1
CSc1cccc(NS(=O)(=O)c2ccc3c(c2)oc(=O)n3C)c1	1	-7	0.7	-8	1	-1.6	0.0	-14	4	3.3
COc1ccc(-c2ccc(SCC(=O)Nc3cccc(C(C)=O)c3)nn2)cc1OC	5	-2	2.7	6	-2	-2.6	-0.1	-11	28	1.0
O=C(CN1C(=O)N/C(=C\c2ccccc2OCc2ccc(C(=O)O)cc2)C1=O)Nc1ccccc1F	-3	-4	0.6	-8	2	-3.9	3.1	-5	-3	1.2
Cc1cc(Nc2ccccc2C(=O)O)nc2nc3ccccc3c(=O)n12	nt	3	0.1	4	0	-2.6	2.8	1	6	5.0
COCCNC(=O)CN1CCOc2ccccc21	20	12	2.1	-18	1	0.6	4.0	3	1	0.9
O=c1ccc(-c2ccc(S(=O)(=O)Nc3cccc(F)c3)o2)n[nH]1	0	1	-2.5	-8	1	-2.2	2.6	2	9	3.0
Cc1ccc(NC(=O)c2cc(C(=O)c3cc(Cl)ccc3O)cn(-c3ccc(C)cc3)c2=O)cc1	-2	6	-0.3	-2	-11	-1.3	2.3	6	-2	3.8
O=C(c1cnn2ccccc12)N1CCc2ccccc21	22	-49	0.4	-4	1	-1.8	-0.7	8	-10	3.7
CC(=O)Nc1cccc(C(=O)N/N=C/c2cccnc2)c1	-5	14	-1.0	-2	2	-0.3	2.0	3	-1	1.8
CN(C(=O)COC(=O)c1cc(-c2ccc(Cl)s2)nc2ccccc12)C1CCS(=O)(=O)C1 (stereo unspecified)	-1	-8	-1.0	8	-8	0.5	-1.0	3	-7	2.3
CC(COC(=O)c1ccccc1)(COC(=O)c1ccccc1)/[N+]([O-])=C/c1ccccc1	-1	-19	-0.3	-5	1	-0.5	4.7	5	4	3.8
O=C(Cn1c(=O)cnc2ccccc21)NCC(=O)Nc1ccc(F)c(F)c1	-9	10	-0.5	-11	2	-2.6	0.8	-4	12	3.0
CCOC(=O)c1cc(-c2ccccc2)sc1NC(=O)C(C)(C)C	nt	9	0.4	-9	-3	-0.6	0.6	-2	-9	0.4
COc1ccccc1NC(=O)CSc1nc(=O)n(CCN2CCOCC2)c2c1CCC2	-2	nt	1.6	-9	-1	-2.0	1.3	7	0	5.5
O=C1NC(=O)C(c2ccccc2)(c2ccccc2)N1	0&-3&2	-16&0	-0.3&0.0	7&-5	-2&4	1.5&0.7	-0.1&2.4	?	9&1	4.7&1.6&1.6
Cc1ccc(S(=O)(=O)N2CCC[C@H]2C(=O)NC2CCCCC2)cc1	-6	-5	nt	-14	2	0.5	nt	-5	-3	2.6
Oc1ccc(C=Nc2cccc3ncccc23)c(O)c1	14	-6	2.5	0	3	0.2	5.6	-1	2	2.0
Cc1c(C(=O)NCC2COc3ccccc3O2)oc2ccc(S(=O)(=O)N3CC(C)CC(C)C3)cc12 (stereo unspecified)	nt	-4	0.7	-5	-6	0.4	1.8	1	7	1.4
CNS(=O)(=O)c1cc(-c2nnc(Nc3ccc(CC(N)=O)cc3)c3ccccc23)ccc1C	-1	5	1.8	1	-1	-4.7	-0.9	16	-7	2.7
O=C(NCCCN1CCOCC1)C(=O)NCC1CCCO1 (stereo unspecified)	nt	-4	0.6	-20	-1	-0.4	1.4	-3	-4	-1.0
CC(=O)c1c(C)[nH]c(C(=O)OCC(=O)Nc2ccc(Cl)c(S(=O)(=O)N(C)C)c2)c1C	-4	-19	1.1	-6	3	-4.1	2.4	9	3	0.3
OC1CCCN(Cc2c3ccccc3cc3ccccc23)C1 (stereo unspecified)	6	8	-0.7	5	-1	-0.8	0.6	-4	3	1.4
Cc1ccc(N2CC(C(=O)NCCS(=O)(=O)N3CCN(c4ccccc4F)CC3)CC2=O)cc1 (stereo unspecified)	-2	18	-0.3	-15	1	-1.9	2.5	-3	0	-0.6
COC(=O)CC1C(=O)NCCN1C(=O)CSc1nnnn1-c1ccc(Cl)cc1 (stereo unspecified)	0	5	1.3	11	5	-2.2	1.9	8	nt	-0.7
COc1ccc(OC)c(S(=O)(=O)Nc2cc(OC)c(Cl)cc2OC)c1	nt	8	1.3	6	-1	-1.9	4.0	-4	nt	0.3
COc1ccc(NC(=O)Nc2ccc(O)c3ccccc23)cc1	-2	nt	3.1	nt	nt	nt	-1.0	nt	nt	3.0
CC12CCC(=O)N1C(C(=O)OCC(=O)Nc1ccc(C(F)(F)F)cc1)CS2 (stereo unspecified)	3	42	0.9	-13	-1	-0.1	-0.3	0	-13	1.1
CCOc1cc(/C=C2\COc3ccccc3C2=O)ccc1OCC(=O)N(C)C	7	-87	-2.5	16	0	-2.4	3.0	1	14	2.2
CCOC(=O)NC(=O)c1cn(Nc2ncc(C(F)(F)F)cc2Cl)c(=O)[nH]c1=O	0	-11	0.5	-3	1	0.2	4.5	15	-1	-0.1
O=C(Cn1c(=O)oc2ccc(Cl)cc21)Nc1ccon1	1	-12	-0.8	-5	1	-1.2	-0.1	8	-11	1.6
N=C(SC1CC(=O)N(c2ccc(F)cc2)C1=O)N1N=C(c2ccccc2)CC1c1ccccc1 (stereo unspecified)	-1	-12	-0.4	12	1	-1.9	1.6	-6	-4	3.0
COc1cc2cc(CCCOC(=O)c3ccc(C#N)cc3)oc(=O)c2cc1OC	-6	11	-1.6	-12	-6	0.9	-0.1	1	-3	1.9
CCOc1ccc(-n2c(SCc3nc(-c4ccc(C)cc4)no3)nnc2-c2ccncc2)cc1	nt	nt	-2.3	7	-1	-1.7	-0.5	7	12	1.6
Cc1cc(NC(=O)C2CCCN(S(=O)(=O)c3c(C)noc3C)C2)n[nH]1 (stereo unspecified)	1	-10	2.0	-10	-3	-0.6	0.5	0	7	2.2
Cc1cc2c3c(c1)C1(C(=O)N3C(C)(C)CC2C)C(C#N)=C(N)Oc2n[nH]c(C)c21 (stereo unspecified)	nt	nt	0.3	-11	-7	-1.4	1.9	2	1	2.2
COc1cccc(-n2c(Cc3cc(=O)[nH]c(=O)[nH]3)nnc2SCC(=O)NC2CCCC2)c1	2	-9	0.2	-5	-1	-0.1	3.3	0	-3	3.2
CC(=O)Nc1cc2c(cc1C(=O)C(C)C)OCCO2	-1	10	-0.6	7	-2	-1.4	3.3	3	-5	0.0
CCOC(=O)c1[nH]c2cc(OC)c(OC)cc2c1N	-7	6	-1.4	-9	0	-1.4	-2.3	-5	3	3.5
O=C1C(=O)N(CCCn2ccnc2)C(c2cccnc2)/C1=C(/O)c1ccc(F)cc1 (stereo unspecified)	3	16	0.2	6	1	0.1	5.3	-2	9	3.1
COc1ccc(C2N(c3ccccn3)C(=O)C3CCCN32)c(OC)c1 (stereo unspecified)	-5	nt	-1.8	-2	-1	-0.5	3.6	5	-7	2.3
O=C(CSc1ccc2nnc(-c3cccnc3)n2n1)NCc1ccco1	-3	14	-3.3	-10	5	-0.1	-2.3	3	-3	1.9
CC(C)CCNC(=O)[C@H](CSCc1ccccc1)N1Cc2ccccc2C1=O	-7	10	1.5	-11	-4	0.0	4.2	4	11	2.0
COc1ccc(CC(=O)NNc2ncnc3c2cnn3C)cc1OC	1	-1	0.0	1	-2	-0.1	3.2	3	3	0.6
COc1ccc(OCC(=O)Nc2ccc(NC(=O)c3cccs3)c(OC)c2)cc1	0	-12	-0.2	2	-2	0.0	2.0	2	-9	-0.7

Entries of single compounds, quoted from the list. Order of screens: Wnt act, PfHsp90 yeast 2, Ecoli viability, PvdQ inh, DAGLB inh, CAL PDZ inh, AddAB inh, Tat export inh, Rtt109 Vps75, phage Ecoli inh
COc1ccc(C2N(c3ccccn3)C(=O)C3CCCN32)c(OC)c1 (stereo unspecified) as listed: -5, nt, -1.8, -2, -1, -0.5, 3.6, 5, -7, 2.3
COc1ccc(CC(=O)NNc2ncnc3c2cnn3C)cc1OC as listed: 1, -1, 0.0, 1, -2, -0.1, 3.2, 3, 3, 0.6

The listing continues.
SMILES	Wnt act	PfHsp90 yeast 2	Ecoli viability	PvdQ inh	DAGLB inh	CAL PDZ inh	AddAB inh	Tat export inh	Rtt109 Vps75	phage Ecoli inh
O=C(NC1CCCC1)C1CCCN1S(=O)(=O)c1cccc2cccnc12 (stereo unspecified)	-6	15	0.8	-12	2	0.5	4.3	0	0	3.0
COc1ccc(CC(=O)NN2C(=O)c3ccccc3C2=O)cc1	-1	-47	0.9	-7	3	0.0	1.9	-1	-9	1.8
CCC(=Nc1ccccc1O)C1=C(O)CC(c2ccccc2)CC1=O (stereo unspecified)	-1	40	-0.2	-5	-1	-2.8	-2.0	2	2	-0.4
COc1ccc(OC)c(NC(=O)Cn2c(C)nc3ccccc3c2=O)c1	-2	-1	-2.4	-12	-1	-0.6	0.7	-8	1	4.2
COc1ccc(C)cc1NC(=O)c1ccc(-c2ccc(C(C)=O)cc2)o1	nt	nt	-0.9	-8	-19	-2.8	0.8	3	-22	nt
Cc1ccccc1CNC(=O)C(=O)NCCC1CCCCN1S(=O)(=O)c1cccs1 (stereo unspecified)	-1	35	2.8	-21	1	-1.7	0.2	-5	3	0.2
CC(Oc1ccc(-c2ccccc2)cc1)C(=O)N1CCOCC1 (stereo unspecified)	nt	nt	0.2	11	0	-0.6	2.9	-7	12	2.0
C#CCOC(=O)c1ccccc1C(=O)O	nt	26	-3.0	0	4	-1.4	-3.2	-2	6	-1.4
CCn1cc(CNC(=O)c2c(-c3c(Cl)cccc3Cl)noc2C)c(C)n1	11	10	-1.7	1	-1	0.8	-2.1	-6	-1	3.7
C[C@H]1CN=C(Nc2ccccc2)N1CC1CCC1	-4	2	1.2	-12	1	0.8	2.6	-21	-3	3.0
ClCCn1cnc2c(SCc3ccccc3Cl)ncnc21	-12	nt	nt	-5	0	-1.6	nt	9	7	0.3
CCCCn1c(N)c(N(CC(C)C)C(=O)CCNC(=O)c2ccc([N+](=O)[O-])cc2)c(=O)[nH]c1=O	0	nt	nt	1	2	-4.0	nt	2	14	-1.8
O=C(CSc1ccc(S(=O)(=O)N2CCCC2)cn1)Nc1ccc([N+](=O)[O-])cc1C(F)(F)F	-3	13	nt	-1	-4	0.2	nt	5	-4	3.2
COc1cc(/C=N/NC(=O)c2ccncc2)ccc1OC(=O)c1cccc(Br)c1	-4	1	-1.2	5	-4	-2.7	4.4	-3	-2	0.1
Cc1c(C(=O)NCCSCc2c(F)cccc2Cl)cnn1-c1ccc(Cl)cc1	-1	42	1.1	-6	nt	-0.3	0.3	-1	-4	1.3
O=C(COC(=O)CNC(=O)c1ccccc1)Nc1ccc2c(c1)OCO2	nt	-10	-0.4	-7	2	-1.6	0.7	-4	-7	3.6
